# Bioassay records: PubChem BioAssay, The Scripps Research Institute Molecular Screening Center
# TTR transcr act = TTR transcription activators in neuroblastoma reporter cells, primary screen, cell-based, luminescence, SH-SY5Y, TTR promoter Gaussia luciferase | 100% = recombinant luciferase protein wells | activation, % at 16.7 µM | actives 1.3% (n = 92,000) | AID 1117267, 2014;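 active = activation above the mean of all tested compounds plus 3 SD, cut at about 9.5% in these data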;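 also: cells exposed to compounds for one day before reading; 0% = median of all test compound wells on the plate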
# * marks the source's active call; other numbers are inactive results. An excerpt, so the mix of outcomes need not match the whole.
# Start of the listing, in advance:
SMILES,TTR transcr act
Cc1cccc(OCC(=O)NC2CCCc3ccccc32)c1C (stereo not drawn),0.1
O=C(NCCc1c[nH]c2ccccc12)C(=O)NCC(c1ccco1)N1CCN(c2ccccc2)CC1 (stereo not drawn),1.7
OC1(CC#CCN2CCCCC2)c2ccccc2-c2ccccc21,0.8
CC(=O)NC(Cc1ccccc1C)C(=O)NC1CCN(c2c3c(nc4ncnn24)CCC3)CC1 (stereo not drawn),-1.0
Cc1cc2oc(=O)cc(CN3CCCCC3C)c2c(C)c1Cl (stereo not drawn),5.2
COc1ccc(S(=O)(=O)n2cnc3cc(C)c(C)cc32)cc1C,-2.3
CC(=O)c1sc(NC(=O)c2ccccc2F)nc1-c1ccccc1,-1.2
CCOc1ccccc1NC(=O)c1ccc2c(c1)C(=O)N(CC)C2=O,-0.3
CCCCOC(=O)Nc1nc2ccccc2s1,0.9
CCc1sc(N(C(=O)Cc2ccccc2)c2ccc(F)cc2)nc1-c1ccccc1,-3.4
c1ccc(-c2nc3ccccn3c2NCc2ccc3c(c2)OCO3)cc1,-2.4
Cc1cc2oc(C(=O)Nc3ccc(S(N)(=O)=O)cc3)c(C)c2cc1Cl,1.9
O=C(Nc1cccc(S(=O)(=O)C(F)F)c1)c1ccc(Cl)c(S(=O)(=O)N2CCOCC2)c1,-10.6
CCCCN(Cc1cc2cc(OC)ccc2[nH]c1=O)C(=O)COc1ccccc1,2.7
Cc1ccc(C2=NN(C(=O)CCl)C(c3ccco3)C2)o1 (stereo not drawn),0.3
Cc1cccc(C(=O)OCC(=O)N2CC(C)CC(C)C2)c1C (stereo not drawn),1.6

# All compounds of this part, from the start:
SMILES,TTR transcr act
Cc1cccc(OCC(=O)NC2CCCc3ccccc32)c1C (stereo not drawn),0.1
O=C(NCCc1c[nH]c2ccccc12)C(=O)NCC(c1ccco1)N1CCN(c2ccccc2)CC1 (stereo not drawn),1.7
OC1(CC#CCN2CCCCC2)c2ccccc2-c2ccccc21,0.8
CC(=O)NC(Cc1ccccc1C)C(=O)NC1CCN(c2c3c(nc4ncnn24)CCC3)CC1 (stereo not drawn),-1.0
Cc1cc2oc(=O)cc(CN3CCCCC3C)c2c(C)c1Cl (stereo not drawn),5.2
COc1ccc(S(=O)(=O)n2cnc3cc(C)c(C)cc32)cc1C,-2.3
CC(=O)c1sc(NC(=O)c2ccccc2F)nc1-c1ccccc1,-1.2
CCOc1ccccc1NC(=O)c1ccc2c(c1)C(=O)N(CC)C2=O,-0.3
CCCCOC(=O)Nc1nc2ccccc2s1,0.9
CCc1sc(N(C(=O)Cc2ccccc2)c2ccc(F)cc2)nc1-c1ccccc1,-3.4
c1ccc(-c2nc3ccccn3c2NCc2ccc3c(c2)OCO3)cc1,-2.4
Cc1cc2oc(C(=O)Nc3ccc(S(N)(=O)=O)cc3)c(C)c2cc1Cl,1.9
O=C(Nc1cccc(S(=O)(=O)C(F)F)c1)c1ccc(Cl)c(S(=O)(=O)N2CCOCC2)c1,-10.6
CCCCN(Cc1cc2cc(OC)ccc2[nH]c1=O)C(=O)COc1ccccc1,2.7
Cc1ccc(C2=NN(C(=O)CCl)C(c3ccco3)C2)o1 (stereo not drawn),0.3
Cc1cccc(C(=O)OCC(=O)N2CC(C)CC(C)C2)c1C (stereo not drawn),1.6
CC(CN1CCCC1)C(=O)NN (stereo not drawn),-0.6
COC(C)(C)[C@@H](O)COc1c2ccoc2cc2oc(=O)ccc12,3.1
O=C(NCc1ccccn1)c1cccc(S(=O)(=O)N2CCc3ccccc32)c1,0.7
COCCN(C(=O)c1csnn1)C(C(=O)NC1CCCCC1)c1ccccc1 (stereo not drawn),-0.8
COc1ccc(CC(N)c2csc(NC(=O)NCc3ccccc3)n2)cc1 (stereo not drawn),-1.4
CS(=O)(=O)c1ccc(C(=O)NNC(=O)c2cccs2)cc1,2.1
Cc1nn(C)c(C)c1S(=O)(=O)N(CC(=O)NC1CCCCCC1)c1ccc(C(C)C)cc1,0.6
COc1cccc(Cn2cccc(NC(=O)NCc3ccccc3)c2=O)c1,-3.5
CCn1c(C(O)c2cc(OC)c(OC)c(OC)c2)nc2ccccc21 (stereo not drawn),2.7
SMILES,TTR transcr act
CCOC(=O)CNC(=O)N1CCCC(C(=O)c2ccccc2SC)C1 (stereo not drawn),0.2
CC(C)(C)c1ccc(COC(=O)Nc2ccc(F)cc2)cc1,-1.8
CN(C)c1nc2ccc(OCCN3CCCCC3)cc2s1,-0.2
O=C(Cc1ccccc1)NC(=S)Nc1ccc2oc(-c3ccccc3)nc2c1,2.5
COc1ccc(O)c(C(=O)c2cnc3nc4ccccc4n3c2)c1,2.7
CCOC(=O)C1CCCN(C(=O)COC(=O)c2ccc(C#N)cc2)C1 (stereo not drawn),-1.4
CCOC(=O)C1C(=O)NC(c2ccccc2)=NC1c1ccccc1 (stereo not drawn),1.6
O=C(NCC1(c2ccccc2)CCCC1)c1ccco1,2.1
CN1C(=O)C(/C(N)=N/NC(=O)c2ccccc2)C2CC1(C)Oc1ccccc12 (stereo not drawn),-0.1
O=C1NCC(Nc2ccccc2)C(=O)N1 (stereo not drawn),0.9
CN(C)c1ccc(C=Nc2cnn(C)c2C(N)=O)cc1,6.7
CCOC(=O)c1[nH]c(C)c(C(=O)N2CCc3ccccc32)c1C,-4.0
COc1ccc(OC)c(C2C(C(=O)c3ccccc3)=C(C)Nc3nc4ccccc4n32)c1 (stereo not drawn),-0.1
O=C(Cc1ccccc1)NCC(=O)N1CCCCC1,6.1
CC(C)C(=O)Nc1ccc(C(=O)N2CCCCCC2)cc1,3.0
COc1cc(C(=O)Nc2ccccc2-c2nnn(CC(N)=O)n2)cc(OC)c1OC,-2.1
O=C(Cn1cc(C(F)(F)F)ccc1=O)N1CCCc2ccccc21,-0.5
NC(=O)C1CCN(CC(O)CSc2ccccc2)CC1 (stereo not drawn),3.7
CC(=O)c1c(N)n(C)c(=O)n(C)c1=O,-0.6
COc1ccc(NS(=O)(=O)c2cccc(C(=O)O)c2)cc1,2.7
O=S1(=O)CC(N2CCCCC2)CN1Cc1ccc(F)cc1 (stereo not drawn),-0.6
CCOc1ccc(NC(=O)CSc2n[nH]c(=O)n2-c2ccccc2)cc1,-5.4
Cc1ccc(C(=O)N/C(=C\c2cccc([N+](=O)[O-])c2)C(=O)OCN2C(=O)c3ccccc3C2=O)cc1,2.6
CCOc1ccc(N2C(=O)CC(N(Cc3ccco3)C(=O)CC)C2=O)cc1 (stereo not drawn),3.3
COc1ccc(NC(=O)c2ccc[n+]([O-])c2)cc1,-1.6
SMILES,TTR transcr act
CCOc1cc(C(C(=O)NCC2CCCO2)N(C(=O)Cn2nnc3ccccc32)c2ccccc2C(C)=O)ccc1O (stereo not drawn),-0.3
O=C(NCCCc1ccccc1)c1cc([N+](=O)[O-])ccc1Cl,-1.4
CCOC(=O)c1cc(CC)sc1NC(=O)COC,-0.9
COc1ccc(/C=N/Nc2nc3ccccc3[nH]2)cc1OC,-2.6
CCN(CC)c1ccc(C2C(C(=O)Nc3ccccn3)=C(C)NC3=C2C(=O)CC(C)(C)C3)cc1 (stereo not drawn),0.0
O=C(N/N=C/c1ccccc1O)c1cccc2ccccc12,1.6
COc1cccc(CN(CCC(C)C)S(=O)(=O)c2cc(Br)ccc2Br)c1,2.3
COC(=O)c1ccc2c(c1)nc(C)n2CCO,-0.4
CCOC(=O)c1sc(=NC(=O)c2ccc(OC)c(OC)c2)n(C)c1C,2.2
CCCCCC(=O)N1C[C@H](O)[C@@H](n2cc(COC(=O)c3ccccc3)nn2)C[C@@H]1c1ccc(OC)cc1,1.6
COc1ccc(-c2c(-c3ccsc3)oc3ccc(N4CCOCC4)cc23)cn1,-0.3
C=C(C)c1cccc(C(C)(C)NC(=O)N2CC(C)OC(C)C2)c1 (stereo not drawn),1.5
CCc1ccccc1NC(=O)CSc1n[nH]c(-c2cccnc2)n1,1.9
CN1C(C(=O)NCc2cccc(Br)c2)CC2Cn3c(nc4cc5ccccc5cc43)C21 (stereo not drawn),-0.4
N#Cc1cccc(-c2cn(S(=O)(=O)c3ccc(Cl)cc3)nc2N)c1,-5.0
COc1ccc(C(CCN)Cc2ccccc2)cc1 (stereo not drawn),0.5
CCOc1ccc(C(=O)Nc2nc(C)cc(C)n2)cc1[N+](=O)[O-],1.0
COc1ccc(NS(=O)(=O)c2ccc3oc(SC4CCOC4=O)nc3c2)cc1 (stereo not drawn),-0.8
COc1ccc(OC)c2[nH]c(=O)c(CCNC(=O)Cc3cccs3)cc12,-1.0
O=[N+]([O-])c1nn(-c2ccc3c(c2)OCCO3)n(O)c1=NCc1ccccc1Cl,6.9
COC(=O)Cn1c(C)c(C(C)=O)c(C(C)=O)c1C,-1.1
CC1(C(=O)N2CC3(CC(c4ccccc4)=NO3)C[C@H]2C(=O)NCC(N)=O)CC1 (stereo partly drawn),2.3
O=C(COC(=O)c1cc[n+]([O-])cc1)Nc1ccc(F)c([N+](=O)[O-])c1,-0.3
COc1ccc(-c2nc3ccccc3c(=O)n2Cc2ccccc2)cc1COc1ccc(NC(C)=O)cc1,3.1
CCO/C(C)=N/Oc1cc(OC)cc(OC)c1,-0.4
SMILES,TTR transcr act
O=C(Nc1ccc(-c2cnco2)cc1)c1ccc(Cl)cc1,3.8
O=C1CC(N2CCN(Cc3ccccc3)CC2)C(=O)N1 (stereo not drawn),-0.9
CC(=O)C1CCC2C3CCC4=CC(=O)CC[C@]4(C)[C@@]3(F)C(O)C[C@]12C (stereo partly drawn),1.6
CCn1nnc(NC(=O)c2cccc(-c3cc4ccccc4oc3=O)c2)n1,-1.4
CC(=S)/C=C1\Sc2ccccc2N1C,1.9
O=C(O)c1ccc(N2C(=O)C3C4c5ccccc5C(Br)(c5ccccc54)C3C2=O)cc1 (stereo not drawn),2.5
CN(CCc1ccccc1)C(=O)c1cccc(NC(=O)Cc2cccc(NC(=O)C3CCN(C(=O)C4CCCCC4)CC3)c2)c1,-2.2
Cn1cccc1/C=C1\SC(=O)N(c2ccccc2)C1=O,-1.7
COc1cc(NC(=O)Cn2nnc(-c3ccncc3)n2)cc(OC)c1,1.9
CC(=O)C1CCC2C3CCC4=CC(=O)C=CC4(C)C3CCC12C (stereo not drawn),-1.4
Cc1cccc(NC(=O)CSc2cc(C)c(C#N)c3nc4ccccc4n23)c1,-1.9
COc1ccc(C(=O)c2nc3c(n2O)CCCC3)cc1OC,-1.1
Cc1noc(C(=O)NCc2ccc(F)cc2)c1Cl,-1.9
Cc1nc(SCC(=O)N2CC(=O)Nc3ccccc32)c2c(C)c(C)sc2n1,-1.6
N#CC1=C2Nc3ccccc3N2C(=O)NC1(c1ccccc1)C(F)(F)F (stereo not drawn),-2.7
CCN(CC)CCOC(c1ccccc1)c1ccc(C)cc1 (stereo not drawn),1.3
O=C(Nc1nnc(-c2ccccc2)o1)Nc1ccccc1Cl,-2.1
CSc1ccc(S(=O)(=O)NCC(=O)OCC(=O)N(C)C2CCCCC2)cc1[N+](=O)[O-],1.5
CCOC(=O)N1CCN(C(=O)CCc2c(C)nc3c(c(C)nn3-c3ccc(C)c(C)c3)c2C)CC1,1.3
Cc1cc(C)c(C#N)c(SCC(=O)NC(C)(C)C)n1,1.8
Cc1cc(NC(=O)C2CCCN(S(=O)(=O)c3c(C)noc3C)C2)no1 (stereo not drawn),-0.8
Cc1occc1C(=O)N/N=C/C(Br)=C\c1ccccc1,-1.5
O=c1c2ccccc2[nH]c(=S)n1CCN1CCN(Cc2ccccc2)CC1,-0.1
CCCc1cc(=O)oc2c3c(cc(OCC(=O)NCC4CCC(C(=O)O)CC4)c12)OC(C)(C)CC3 (stereo not drawn),4.7
O=C(O)c1ccc(/C=N/Nc2ccc(Cl)nn2)cc1,1.7
SMILES,TTR transcr act
CC1(N2CCCCC2)CC2(O)C(=[N+]1[O-])CCC/C2=N\O (stereo not drawn),5.6
COc1cc2cc(CCCOC(=O)c3cc(OC)c(OC)c(OC)c3)oc(=O)c2cc1OC,1.8
CCCOc1ccc(-c2csc(NC(=O)CN3C(=O)CCC3=O)n2)cc1,2.5
O=c1c2ccccc2c(-c2cccc(C(F)(F)F)c2)nn1-c1ccccc1,-0.9
COc1cccc(NC(=O)/C=C/c2ccco2)c1,2.8
CCCCCC1CC(=O)NC1(C(=O)OCC)C(=O)OCC (stereo not drawn),-1.5
CCOC(=O)c1c(C)n(CCNC(C)=O)c2ccc(OC)cc12,-0.8
COc1ccc(C(=O)N2CCN(C(=O)C3COc4ccccc4O3)CC2)cc1 (stereo not drawn),-0.1
CCN(C(=O)COC(=O)CCS(=O)(=O)c1ccccc1)c1c(N)n(Cc2ccccc2)c(=O)[nH]c1=O,-1.0
CCC[C@H]1[C@@H](OC(=O)N2CCCC2)CC[C@@]23CCCN2C(=O)CCC[C@@H]13,-1.1
CC[C@]12C(=O)N(C)C[C@H]([C@@H]3C(=O)N(C)C(=O)[C@@H]31)N2C(=O)c1ccccc1,0.0
COc1ccc(/C=C(\NC(=O)c2ccco2)C(=O)NC(Cc2ccccc2)C(=O)O)cc1 (stereo not drawn),0.7
COC(=O)[C@@]12CCCCC=C1N(CCc1ccc(Cl)cc1)C(=O)[C@H]2CC(=O)NCc1ccc(C)o1,0.3
COc1ccc(N2CC(NC(=O)N3CCN(C(=O)c4ccco4)CC3)CC2=O)cc1OC (stereo not drawn),-0.8
CC1(c2nnc(-c3ccncc3)o2)CC(c2ccc([N+](=O)[O-])cc2)=NO1 (stereo not drawn),-0.9
Cc1ccc(S(=O)(=O)Nc2ccc(N(C)S(=O)(=O)c3ccc(C)cc3)cc2)cc1,0.0
O=C(Nc1ccccc1C(=O)NCc1ccccc1)c1ccco1,2.7
COc1cccc2cc(-c3ccnc(N)n3)oc12,7.6
CC1CCCC(NC(=O)CSc2ncccc2C(=O)O)C1C (stereo not drawn),2.6
COc1ccc(OC)c(C(=O)c2c(C)oc3cc(Br)c(O)c(CN(C)C)c23)c1,-1.4
Cc1sc2nc(CN3CCCC3)nc(N3CCC(C(N)=O)CC3)c2c1C,-0.3
